Source: PubChem BioAssay
TDP1 cell CPT = qHTS for Inhibitors of human tyrosyl-DNA phosphodiesterase 1 (TDP1): qHTS in cells in presence of CPT. chicken DT40 Tdp1-/-;hTDP1 cells + 20 nM CPT, ATP luminescence, 48 h. Potency, µM (titrated, usually from 46.2 µM), inactives show top-dose activity change, negative = growth inhibition, most hits filed as inhibitors. 12% of 420,000 active. AID 686979, 2013; also: nearly all actives have a fitted effect of over 55% in size
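Chicken DT40 Tdp1-/- cells stably complemented with human TDP1 were seeded at 400 cells/well in medium containing 20 nM camptothecin, exposed to pin-transferred compounds, and grown at 37 °C for at least 48 hr. Viability was read as ATP luminescence.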
FEN1 inhibitor = qHTS Assay for the Inhibitors of Human Flap endonuclease 1 (FEN1); P39748; Recombinant FEN1 flap cleavage, fluorescence, 15 min; Potency, µM (titrated, usually from 114 µM), for the others: top-dose activity change, negative = inhibition, most hits filed as inhibitors; 0.35% of 390,000 active; also: nearly all actives have a fitted effect of over 65% in size
Target sequence (P39748 whole entry, looked up): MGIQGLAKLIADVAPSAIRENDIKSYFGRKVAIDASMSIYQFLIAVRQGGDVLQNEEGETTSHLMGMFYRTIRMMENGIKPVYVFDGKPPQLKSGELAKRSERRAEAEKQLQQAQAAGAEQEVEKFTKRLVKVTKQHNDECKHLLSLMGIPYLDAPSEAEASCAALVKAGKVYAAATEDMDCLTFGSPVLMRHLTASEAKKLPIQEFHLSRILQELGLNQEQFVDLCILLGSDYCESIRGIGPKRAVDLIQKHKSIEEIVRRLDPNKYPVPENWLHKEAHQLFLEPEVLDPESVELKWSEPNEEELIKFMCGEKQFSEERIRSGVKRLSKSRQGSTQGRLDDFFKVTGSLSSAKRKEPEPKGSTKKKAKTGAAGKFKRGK
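Steps: FEN1 (10 nM) dispensed; compound added by pin tool; 15 min at room temperature; substrate added to 50 nM final; reads at 0 min and 15 min; data normalized and fitted (four-parameter Hill).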
KAT2A inh = qHTS Assay for Inhibitors of GCN5L2. Histone acetyltransferase KAT2A (Homo sapiens), Q92830. GCN5L2 HAT assay, ThioGlo1 CoA-SH fluorescence. Potency, µM (doses to about 58.9 µM), without a hit: top-dose activity change, negative = inhibition, usual class: inhibitors. 0.21% of 390,000 active
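qHTS, 1536-well. 20nM enzyme, pH 7.5 HEPES/EDTA/Tween-20 buffer; 15 min compound preinc., RT. Start: 75uM H3(1-25), 70uM AcCoA, 50uM ThioGlo1. Read Ex340/Em540 at t=0 (autofluorescence flag) and t=20 min.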
Starred values were filed as active, the others as inactive; ? = inconclusive; · = no result given; & = joins results of further samples; [ ] = remark or other dose. Calls follow the shape of the dose curve; as a rule, active = well fitted curve in the direction sought with a large enough effect; inconclusive = small, poorly fitted or top-dose-only effect, or another doubt; inactive = no such curve, though single readings can be large; an effect the other way counts as inactive or inconclusive. % is scaled to controls: 0 for no effect and ±100 for the full control effect; potency is read from the fitted curve at half-maximal effect.

SMILES	TDP1 cell CPT	FEN1 inhibitor	KAT2A inh
O=C(NCCO)/C(=C/c1ccc(Br)cc1)NC(=O)c1cccs1	2%	4%	-1%
COc1ccc(-c2cc(C(=O)OCc3ccccn3)c3ccccc3n2)cc1	?	-12%	-13%
CCCOc1ccc(C(F)(F)F)cc1NC(=O)CCc1c(C)noc1C	?	6%	-5%
Cc1ccc(CNC(=O)C(C)OC(=O)c2ccco2)cc1 (stereo unspecified)	-11%	-14%	-7%
COc1cc(C2C(C(=O)c3ccc(C)o3)=C(O)C(=O)N2c2cc(C)on2)cc(OC)c1OC (stereo unspecified)	9%	16%	-1%
COc1ccc(Br)cc1/C=N/Nc1ccc(S(=O)(=O)Nc2ccccc2C(=O)O)cc1[N+](=O)[O-]	?	?	·
C[n+]1ccc(/C=C/c2ccc(C=S)cc2)c2ccccc21	4µM*	50µM*	·
CCOC(=O)C1=C(NC(=S)NC(=O)c2ccccc2)c2ccccc2CC1C(C)C (stereo unspecified)	?	-1%	-19%
COc1ccc(/C=N/NC(=O)c2ccc(NC(=O)c3ccccc3Br)cc2)cc1	?	9%	-1%
CCCCCn1c(CN2CCN(C(=O)c3ccco3)CC2)nc2c1c(=O)n(C)c(=O)n2C	?	-15%	-3%
CC(=O)NC1C(Oc2ccc(C)cc2)OC2COC(c3ccco3)OC2C1O (stereo unspecified)	-2%	-3%	1%
C=CCNC(=O)NC(=O)Cn1c(=O)c2c(ncn2CC)n(Cc2ccccc2)c1=O	0%	3%	2%
CC(C)(O)CN(C(=O)c1ccc([N+](=O)[O-])cc1)C1CCCC1	-4%	1%	·
C#CCNC(=O)C1=C[C@H](c2coc3ccccc3c2=O)[C@@H](CCCO)[C@H](OCC)O1	5%	19%	-7%
CC1(C)CC(=O)C(C=Nc2ccc3[nH]ncc3c2)=C(O)C1	-19%	-14%	-5%
S=c1[nH]nc(Cc2c[nH]c3ccccc23)o1	-21%	-7%	-1%
N[C@H](C(=O)O)C1C(C(=O)O)C1C(=O)O (stereo partly specified)	2%	·	-12%
Cc1cccc(N(C(=O)c2snc(C(N)=O)c2N)C(C(=O)NCC2CCCO2)c2ccc3ncccc3c2)c1 (stereo unspecified)	-23%	-4%	-6%
CC1CCN(C(=O)C2CCN(S(=O)(=O)c3ccc(-n4cnnn4)cc3)CC2)CC1	1%	-2%	-10%
Cc1cc(C)c(S(=O)(=O)NCc2csc(-c3ccccc3)n2)c(C)c1	?	-23%	-8%
COC1(c2cc(-c3ccccc3)nc(N)n2)CCCCC1	?	-10%	-6%
O=C(NCC1CCCO1)c1nn2c(C(F)(F)F)cc(-c3cc(Br)cs3)nc2c1Br (stereo unspecified)	?	-3%	-2%
CN(C(=O)CSc1nnc(-c2ccco2)o1)C1CCCCC1	5%	-2%	-6%
COc1ccc(N(CC(=O)NCc2ccco2)S(C)(=O)=O)cc1OC	0%	-2%	0%
Cn1c(=O)c2c(SCCN3CCOCC3)nc(C3CCCC3)nc2n(C)c1=O	16µM*	7%	-2%
Next part.
SMILES	TDP1 cell CPT	FEN1 inhibitor	KAT2A inh
COc1ccc(-c2nc(CNS(=O)(=O)c3ccccc3)cs2)cc1	?	-2%	-3%
Cc1cc(SCC(=O)N/N=C/c2ccc(O)cc2O)c(C)cc1Br	?	7%	-8%
Cc1ccc(NC(=O)C2CC(=O)NC(N3CCCCC3)=N2)cc1Cl (stereo unspecified)	2%	-2%	2%
CCN1CCN(C(c2ccc(OC)cc2)C(O)C(=O)c2c[nH]c3ccccc23)CC1 (stereo unspecified)	-22%	-4%	-1%
O=C(NC1CCCCC1)C(c1cccnc1)N(C(=O)CCl)c1cccc(Cl)c1 (stereo unspecified)	2.1µM*	-4%	3%
O=C(Nc1ccc(OC(F)F)c(Cl)c1)c1ccccn1	?	12%	-1%
CCC(CO)Oc1cc(NC(=O)c2cccc(OC)c2)c2ncn(C(C)C)c2c1 (stereo unspecified)	?	6%	-18%
COC(=O)[C@H](CCSC)NC(=O)Nc1ccc(OC)c(Cl)c1	15%	-9%	-3%
CCOC(=O)/C=c1/s/c(=C/c2ccccc2OC)c(=O)n1CC(=O)N1CCOCC1	?	7%	·
Cc1ccc(C)c(NC(=O)CN(C)C(=O)c2ccc(-n3cncn3)c([N+](=O)[O-])c2)c1	15%	1%	-1%
O=C(CSc1nccn1-c1ncc(C(F)(F)F)cc1Cl)c1ccc(Br)cc1	-26%	-11%	-3%
CC(C)(C)c1ccc(C(=O)NCC(=O)O)cc1	13%	1%	150%[activator]
COCCCNC(=O)c1cnc2sc(N3CCCCCC3)nn2c1=O	-9%	19%	-13%
Cc1ccc(C(=O)N/N=C/c2ccc([N+](=O)[O-])s2)cc1	8.2µM*	-5%	-10%
CCN1CCN(c2ccc(NC(=O)c3ccc(C#N)cc3F)cc2Cl)CC1	-24%	-9%	-7%
CCc1ccc(NC(=O)N2CCOc3ccc(Cl)cc32)cc1	-19%	3%	6%
Cc1ccc(-c2csc3nc(CN(C)Cc4ccccc4)[nH]c(=O)c23)cc1	?	12%	-13%
O=C(C1CCCN(S(=O)(=O)c2cccc3nonc23)C1)N1CCN(c2ccccc2Cl)CC1 (stereo unspecified)	23µM*	-22%&-4%	-10%&-7%
CC(NC(=O)c1ccc(N)cc1)c1ccccc1 (stereo unspecified)	6%	-7%	1%
O=C1c2ccccc2C(=O)N1CC(O)CN1CCOCC1 (stereo unspecified)	-13%	2%	-3%
NC(=O)C1CCN(C(=O)COc2ccc3ccc(=O)oc3c2)CC1	-4%	5%	9%
COc1ccc(NC(=O)C2CC(=O)N/C(=N/N=C/c3ccco3)S2)cc1 (stereo unspecified)	1%	13%	-14%
COc1ccc(-c2nc3cnc(N4CCOCC4)nc3n(Cc3cccc(OC)c3)c2=O)cc1	10%	·	-3%
Cc1ccsc1/C=C1\SC(N2CCOCC2)=NC1=O	-15%	1%	?
Cc1cc(C(=O)OCC(=O)NCc2ccccc2)c(C)o1	12%	-5%	-7%

Quoted at random: 3 compounds from above.
SMILES	TDP1 cell CPT	FEN1 inhibitor	KAT2A inh
CCN1CCN(c2ccc(NC(=O)c3ccc(C#N)cc3F)cc2Cl)CC1	-24%	-9%	-7%
Cc1ccc(C(=O)N/N=C/c2ccc([N+](=O)[O-])s2)cc1	8.2µM*	-5%	-10%
COc1ccc(-c2nc3cnc(N4CCOCC4)nc3n(Cc3cccc(OC)c3)c2=O)cc1	10%	·	-3%

The listing picks up, starting two compounds before the break.
SMILES	TDP1 cell CPT	FEN1 inhibitor	KAT2A inh
Cc1ccsc1/C=C1\SC(N2CCOCC2)=NC1=O	-15%	1%	?
Cc1cc(C(=O)OCC(=O)NCc2ccccc2)c(C)o1	12%	-5%	-7%
COc1ccc(CNCC(O)(c2ccccc2)c2ccccc2)cc1	?	-1%	-6%
Cc1ccc(NC(=O)C(=O)NCC(c2cccnc2)N2CCN(Cc3ccccc3)CC2)cc1C (stereo unspecified)	16µM*	4%	-8%
CCn1c(CSc2nc3ccccc3s2)n[nH]c1=S	?	5%	0%
COc1ccc2cc(S(=O)(=O)NCCCN3CCOCC3)ccc2c1	?	-8%	-3%[0.501 µM]
CSc1nc2[nH]c(=O)[nH]c2c(=O)[nH]1	-6%	6%	·
CCn1c(C)c(P(=O)(N2CCOCC2)N2CCOCC2)c2ccccc21	6%	-1%	-14%
COc1cccc(N2CCN(C(=O)C3CCN(S(=O)(=O)c4cccs4)CC3)CC2)c1	?	-16%	3%
Cc1ccc(CCNC(=O)C2CCCN(c3nnc(C)c4c(C)n(-c5ccccc5)nc34)C2)cc1 (stereo unspecified)	23µM*	16%	-2%
Cc1cc(=O)[nH]c(N/N=C/c2c(O)n(-c3ccccc3)c(=O)c3ccccc23)n1	8%	-9%	-12%
CCOC(=O)N1CCN(C(=O)CS(=O)(=O)Cc2nc(-c3ccccc3C)oc2C)CC1	?	-13%	-3%
COc1ccccc1OCCNC(=O)CN1C(=O)NC2(CCCCC2)C1=O	6%	-4%	2%
CCOC(=O)C1CCN(C(=O)CCc2nnc3ccc(N4CCN(C)CC4)nn23)CC1	-7%	50%[activator]	-1%
CCOc1cc(/C=N/NC(=O)c2ccncc2)ccc1OC(=O)c1ccc([N+](=O)[O-])cc1	-28%	-4%	-18%
O=C(c1cc2ccccc2oc1=O)N(Cc1cccs1)C1CCS(=O)(=O)C1 (stereo unspecified)	-19%	6%	3%
CCOc1ccc(-n2nc3ccc(NC(=O)COc4ccccc4C)cc3n2)cc1	?	-9%	-6%
C=CCNC(=O)CSc1nc2scc(-c3ccco3)c2c(=O)n1CC=C	6%	-7%	-5%
C=CCn1c(=O)/c(=C\c2ccsc2)s/c1=C(/C#N)C(=O)NCCN1CCOCC1	?	1%	-26%
CCOc1ccc(C(=O)C(C)=O)c(OCC)c1	-10%	-1%	2%
O=C(COc1ccc(Br)cc1)Nc1ccc(N2CCOCC2)cc1N1CCOCC1	-23%	0%	3%
Cc1cc(C)cc(NS(=O)(=O)c2ccc3[nH]cc(C(=O)N4CCc5ccccc54)c(=O)c3c2)c1	?	0%	-11%
Cc1ccc2nc(-c3ccc(N4C(=N)SC5CS(=O)(=O)CC54)cc3)sc2c1 (stereo unspecified)	?	-2%	-10%
CCOC(=O)c1ccc2ncc(C(=O)OCC)c(NCc3ccco3)c2c1	15µM*	-15%	-9%
O=C(c1cccc(NC2=NC3CS(=O)(=O)CC3S2)c1)N1CCN(c2cccc(Cl)c2)CC1 (stereo unspecified)	?	2%	?
CSc1nnc(C)c(/C=C/Nc2ccc(F)cc2)n1	-21%	-23%	-2%
COc1ccc(C(=O)Nc2ccc(OCC(F)(F)C(F)F)c(C(F)(F)F)c2)cc1OC	11µM*	?	?

Single records (already shown). Order of screens: TDP1 cell CPT | FEN1 inhibitor | KAT2A inh
CSc1nc2[nH]c(=O)[nH]c2c(=O)[nH]1 reads -6% | 6% | ·
Cc1cc(=O)[nH]c(N/N=C/c2c(O)n(-c3ccccc3)c(=O)c3ccccc23)n1 reads 8% | -9% | -12%
Cc1ccc(CCNC(=O)C2CCCN(c3nnc(C)c4c(C)n(-c5ccccc5)nc34)C2)cc1 (stereo unspecified) reads 23µM* | 16% | -2%
CCOc1ccc(C(=O)C(C)=O)c(OCC)c1 reads -10% | -1% | 2%
CSc1nnc(C)c(/C=C/Nc2ccc(F)cc2)n1 reads -21% | -23% | -2%

(cont.)
SMILES	TDP1 cell CPT	FEN1 inhibitor	KAT2A inh
CCc1nnc(NS(=O)(=O)c2ccc(N=Cc3c(C)[nH]n(-c4ccc(C)c(C)c4)c3=O)cc2)s1	2.1µM*	8%	-2%
O=c1[nH]c2cc(Cl)ccc2c(O)c1-c1cccc(Oc2ccccc2)c1	?	11%	?
COc1cc(-c2nc(Cn3nnc(C(=O)Nc4cc(C)cc(C)c4)c3C)c(C)o2)cc(OC)c1OC	?	-18%	0%
NC(=O)c1ncn([C@@H]2O[C@H](CNCc3ccccc3OCc3ccc(Cl)cc3Cl)[C@@H](O)[C@H]2O)n1	-27%	-4%	·
O=C(NN=C1C2CC3CC(C2)CC1C3)c1ccncc1	2%	-2%	-15%
O=[N+]([O-])c1ccccc1OCCCN1CCc2ccccc2C1	0%	-11%	-5%
CC(=O)c1ccc(NC(=O)CNCC(c2ccccc2)N(C)C)cc1 (stereo unspecified)	?	-2%	-7%
CCOc1ccc(NC(=O)NC(C)c2c(-n3cccc3)sc3c2CCN(CC)C3)cc1 (stereo unspecified)	21µM*	-15%	0%
CCc1cccc(NC(=O)c2cc(-c3ccccc3)n[nH]2)c1	-27%	18%	-4%
CCCCc1nnc(NC(=O)CCc2ccccc2)s1	-18%	19%	-11%

Just KAT2A inh and FEN1 inhibitor (5 entries from above):
Molecule | KAT2A inh | FEN1 inhibitor
NC(=O)c1ncn([C@@H]2O[C@H](CNCc3ccccc3OCc3ccc(Cl)cc3Cl)[C@@H](O)[C@H]2O)n1 | · | -4%
O=C(NN=C1C2CC3CC(C2)CC1C3)c1ccncc1 | -15% | -2%
O=[N+]([O-])c1ccccc1OCCCN1CCc2ccccc2C1 | -5% | -11%
CC(=O)c1ccc(NC(=O)CNCC(c2ccccc2)N(C)C)cc1 (stereo unspecified) | -7% | -2%
CCOc1ccc(NC(=O)NC(C)c2c(-n3cccc3)sc3c2CCN(CC)C3)cc1 (stereo unspecified) | 0% | -15%

Not all compounds are listed; the hit share may differ from the screen's.
